# Source: PubChem (National Center for Advancing Translational Sciences (NCATS))
# Tb PFK block – blocks T. brucei phosphofructokinase; Potency, µM (top dose mostly 57.5 µM), inactives show at the highest dose activity, negative = inhibition, usual class: inhibitors; T. brucei PFK, ADP-Glo luminescence; AID 485367; actives 0.17% (n = 330,000); O15648;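 also: potency is read from the fitted curve at half-maximal effect; 0% = uninhibited 1x PFK enzyme wells and -100% = no-enzyme wells; nearly all actives have a fitted effect of over 60% in size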
# Target sequence (O15648 whole entry, looked up): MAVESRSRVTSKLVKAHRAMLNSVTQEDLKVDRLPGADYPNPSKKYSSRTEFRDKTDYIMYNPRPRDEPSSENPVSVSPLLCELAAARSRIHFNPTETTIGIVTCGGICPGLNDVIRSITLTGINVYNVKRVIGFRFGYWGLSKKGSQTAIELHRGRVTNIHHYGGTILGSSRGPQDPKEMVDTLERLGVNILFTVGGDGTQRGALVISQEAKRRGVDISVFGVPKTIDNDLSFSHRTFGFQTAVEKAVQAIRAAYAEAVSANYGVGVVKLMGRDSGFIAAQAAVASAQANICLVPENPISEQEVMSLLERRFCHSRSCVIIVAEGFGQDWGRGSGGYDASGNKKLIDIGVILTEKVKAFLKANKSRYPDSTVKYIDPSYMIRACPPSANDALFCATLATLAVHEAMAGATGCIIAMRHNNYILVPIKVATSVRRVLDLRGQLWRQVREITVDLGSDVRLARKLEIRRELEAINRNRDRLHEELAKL
#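 ADP-Glo luminescence quantified ADP after 45 min at room temperature, with 1.25 nM T. brucei PFK, 0.1 mM ATP and 0.5 mM fructose-6-phosphate in pH 8.0 TEA buffer. qHTS titrations up to 57 µM; curves classified by quality.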
# Gal4-VP16 FLuc – Gal4-VP16 reporter inhibition counter-screen. actives 3.5% (n = 310,000). Drosophila S2 Gal4-VP16 UAS-luciferase, luminescence, 20 h. Potency, µM (series often up to 53.6 µM), for inactives: top-dose activity, negative = inhibition, hits mostly inhibitors;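 also: Gal4-VP16 expression switched on by copper sulfate through the metallothionein promoter; potency is read from the fitted curve at half-maximal effect; % is scaled to controls: 0 for no effect and ±100 for the full control effect; nearly all actives have a fitted effect of over 50% in size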
# ELG1 genotoxic – genotoxicity induction in ELG1-luciferase HEK293T cells; HEK293T ELG1-luciferase reporter, luminescence, 16 h; Potency, µM (highest dose often 46 µM), for inactives: at the top dose activity change, positive = activation, most hits filed as activators; actives 1.3% (n = 330,000); AID 504466; also: potency is read from the fitted curve at half-maximal effect; % of control where 0% means no effect; nearly all actives have a fitted effect of over 60% in size
#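 Screening used a luciferase reporter fused to human ELG1 in HEK293T cells. Luminescence was read on a CCD plate imager after 16 hr exposure and 30 min ONE-Glo incubation.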
# RORgamma inh – blocks mouse ROR gamma transcriptional activity | P51450 | Drosophila S2 Gal4-RORgamma UAS-luciferase reporter, 20 h | Potency, µM (highest dose often 53.6 µM), inactives show at the highest dose activity change, negative = inhibition, most hits filed as inhibitors | actives 5.4% (n = 310,000) | AID 2551; also: potency is read from the fitted curve at half-maximal effect; % is scaled to controls: 0 for no effect and ±100 for the full control effect; nearly all actives have a fitted effect of over 60% in size
# Target sequence (P51450 whole entry, looked up, the tested form may be a part): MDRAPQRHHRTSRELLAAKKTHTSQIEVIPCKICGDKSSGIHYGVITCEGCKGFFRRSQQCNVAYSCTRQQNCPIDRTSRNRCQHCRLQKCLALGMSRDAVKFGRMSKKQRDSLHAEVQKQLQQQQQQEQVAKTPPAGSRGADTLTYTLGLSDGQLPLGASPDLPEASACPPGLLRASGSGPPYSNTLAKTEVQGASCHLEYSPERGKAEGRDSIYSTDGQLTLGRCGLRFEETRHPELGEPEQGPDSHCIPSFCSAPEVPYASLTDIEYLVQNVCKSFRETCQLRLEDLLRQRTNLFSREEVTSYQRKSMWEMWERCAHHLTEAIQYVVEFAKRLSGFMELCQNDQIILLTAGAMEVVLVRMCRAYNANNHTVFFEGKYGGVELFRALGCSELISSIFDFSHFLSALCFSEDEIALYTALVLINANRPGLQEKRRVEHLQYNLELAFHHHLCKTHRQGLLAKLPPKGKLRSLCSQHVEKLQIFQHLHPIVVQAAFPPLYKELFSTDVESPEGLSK
#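 In this cell-based reporter format, copper sulfate (700 uM final) drives Gal4–ROR gamma fusion expression from a metallothionein promoter in Drosophila Schneider cells; compounds preincubated 1 hr, reporter read after 20 hr at ambient temperature.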
# FLuc counter – firefly luciferase modulation, counter-screen for miR-21 project; actives 6.9% (n = 360,000); Potency, µM (top dose mostly 57.5 µM), for inactives: top-dose activity change, negative = inhibition, actives largely listed as inhibitors; P08659; purified FLuc, Km substrates, luminescence inhibition;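 also: potency is read from the fitted curve at half-maximal effect; plate controls were vehicle for no effect and reference inhibitor for full effect; nearly all actives have a fitted effect of over 55% in size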
#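 Purified P. pyralis luciferase (10nM final) with 10uM D-luciferin and 10uM ATP (Km levels) in 50mM Tris acetate pH 7.5, 10mM Mg acetate, 0.01% Tween-20, 0.05% BSA; qHTS 6-point titration, ~60 µM downward; luminescence read.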
# Coupling enz – coupling enzyme interference in Giardia aldolase counter-screen | coupling enzyme system counterscreen, AmpLite Red fluorescence | activity change, negative = inhibition, % at 58.2 µM, hits read low | actives 0.67% (n = 290,000); in the data active = activity change below about -30%; also: % is scaled to controls: 0 for no effect and ±100 for the full control effect
#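 Activity here indicates interference with the coupling reaction, not aldolase inhibition. Compounds at 57.5 uM final met coupling enzymes for 10 min at RT; substrate and AmpLite Red detection followed, with a 525/598 nm fluorescence read after 20 min.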
# NPC1 prom act – activates the NPC1 promoter | Huh7 NPC1 promoter luciferase reporter, 24 h | Potency, µM (series often up to 9.22 µM), inactives show at the top dose activation, usual class: activators | actives 2.4% (n = 320,000);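 also: potency is read from the fitted curve at half-maximal effect; % of control where 0% means no effect; nearly all actives have a fitted effect of over 60% in size; reporter is driven by a mutant NPC1 promoter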
#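 Luminescence read-out of NPC1 promoter-driven luciferase in stably transfected Huh7 cells; compounds delivered in DMSO and left 24 h at 37C, 5% CO2, qHTS titration format.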
# uPA surface inh – cell surface uPA generation inhibition; cell surface uPA generation assay, qHTS; Potency, µM (doses to about 38.3 µM), for inactives: at the top dose activity change, negative = inhibition, usual class: inhibitors; actives 0.31% (n = 330,000); active = well fitted inhibition curve with a large enough effect; inconclusive = small, poorly fitted or top-dose-only effect; inactive = no such curve, though single readings can be large or run the other way; tested in mouse RAW 264.7 cells; also: potency is read from the fitted curve at half-maximal effect; % is scaled to controls: 0 for no effect and ±100 for the full control effect; nearly all actives have a fitted effect of over 55% in size
# Rab9 promoter act – Rab9 promoter activation; actives 2.8% (n = 320,000); Huh7 Rab9 promoter-luciferase reporter, luminescence, 24 h; Potency, µM (top dose mostly 9.22 µM), for inactives: at the highest dose activation, negative = inhibition, actives largely listed as activators; AID 485297; also: potency is read from the fitted curve at half-maximal effect; % of control where 0% means no effect; nearly all actives have a fitted effect of over 60% in size
#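 Stable Rab9-luc Huh7, 1500 cells/well, 2 h settle; cmpd in DMSO, 24 h, 37 °C/5% CO2; luciferase reagent 10 min RT; luminescence.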
# Giardia killer – kills Giardia lamblia. Giardia lamblia trophozoite viability. activity change, % at 7.66 µM, hits read low. actives 0.15% (n = 340,000). AID 540267; in the data active = activity change below about -80%; inconclusive = between about -30% and that limit;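 also: parasites exposed to compound for two days anaerobically before the ATP read; % is scaled to controls: 0 for no effect and ±100 for the full control effect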
#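 Viability, read as ATP luminescence: trophozoites at 100 cells/well, compound added, 48 hrs anaerobic at 37 deg C, then 15-30 min room-temperature development before reading.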
# KCNH2 3.1 inh – KCNH2 3.1 (human) potassium channel inhibition. U2OS KCNH2 3.1, thallium flux FluxOr; hits give low values. activity change, % (tested at about 1.8 µM). actives 0.95% (n = 340,000). AID 720553;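 active = maximum activity change below -70%; inconclusive = maximum activity change from -70% to -50%; inactive = maximum activity change above -50%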;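 also: thallium influx rate constant from kinetic fluorescence after stimulation buffer; % is scaled to controls: 0 for no effect and ±100 for the full control effect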
#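 We transduce U2OS cells with the mutant 3.1 virus, culture them overnight, load FluxOr with Red40 quencher for 45 min, then add stimulation buffer and read kinetically for 2 min to derive a normalized rate constant.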
# * marks the source's active call; other numbers are inactive results; ? = inconclusive; / = not tested or not shown; & = joins results of further samples; [ ] = dose if it differs, or a comment. Unless noted, calls follow the shape of the dose curve; as a rule, active = well fitted curve in the direction sought with a large enough effect; inconclusive = small, poorly fitted or top-dose-only effect, or another doubt; inactive = no such curve, though single readings can be large; an effect the other way counts as inactive or inconclusive. This is a random part of the collection. Share with any hit: about 14%.
SMILES,Tb PFK block,Gal4-VP16 FLuc,ELG1 genotoxic,RORgamma inh,FLuc counter,Coupling enz,NPC1 prom act,uPA surface inh,Rab9 promoter act,Giardia killer,KCNH2 3.1 inh
COc1ccc2nc(N3C(=O)CC(Cc4ccc(Cl)cc4)C3=O)sc2c1 (stereo not given),-2%,-6%,0%,8%,-6%,-5,-1%,6%,8%,6,-4
CCOc1ccc(S(=O)(=O)Nc2ccc(C(=O)NCCCN3CCCC3=O)cc2)cc1,-6%,/,-1%,/,1%,/,0%,10%,1%,-3,3
CCN(c1nc(C)cc(OC)n1)S(=O)(=O)c1ccccc1,3%,3%,-5%,-10%,14%,2,-1%,-4%,-2%,3,2
CC(CN1C(C)CCCC1C)OC(=O)c1ccc(Cl)cc1 (stereo not given),3%,3%,0%,16%,4%,2,-6%,12%,1%,-5,-4
CCOC(=O)C1=C(COC(=O)/C=C/c2cccc(OC)c2OC)NC(=O)NC1C (stereo not given),0%,/,4%,/,-16%,0,16%,-3%,17%,-1,4
O=c1oc(Cc2ccccc2)nc2ccccc12,-5%,-9%,9%,12%,?,-6,4%,4%,17%,-20,1
COc1ccc(S(=O)(=O)N(CC(=O)NC2CC2)C2CCCCC2)cc1Cl,-14%,-4%,4%,6%,0%,1,8%,1%,-1%,-24,-7
COC(=O)CCCCCN1C(=O)NC(c2ccccc2)C(C(=O)OCc2ccccc2)=C1C (stereo not given),-5%,?,10%,?,1%,1&-3,0%,-21%,-3%,6,-18
CCN(C(=O)CSc1nc2ccc(C)cc2[nH]1)C1CCS(=O)(=O)C1 (stereo not given),-11%,/,0%,/,/,/,/,9%,/,27,4
COc1ccccc1N1CCN(CC(=O)c2c(C)[nH]c3cc(C)ccc23)CC1,5%,-8%,-10%,17%,1%,0,-1%,1%,0%,4,-3
Cc1ccc(S(=O)(=O)Nc2ccccc2-c2ccccc2NS(=O)(=O)c2ccc(C)cc2)cc1,-1%,-24%,-9%,3%,-1%,1,-2%,9%,4%,8,7
COc1ccc(CCNC(=O)C(=O)c2cn(CC(=O)N3CCOCC3)c3ccccc23)cc1,-7%,4%,3%,22%,?,/,-1%,0%,8%,-11,-1
CC(C)S(=O)(=O)c1csc(NC(=O)Nc2cc(Cl)ccc2Cl)c1Cl,-1%,-15%,-10%,-10%,?,-15,1%,-9%,-5%,-2,1
CCOC(=O)C1=C(CN2CCN(C(=O)c3ccco3)CC2)NC(=O)NC1c1ccc(F)cc1 (stereo not given),1%,9%,1%,26%,1%,/,-3%,1%,-1%,9,4
O=C(O)c1ccc(S(=O)(=O)c2ccccc2C(=O)O)c([N+](=O)[O-])c1,1%,-17%,-3%,-41%,-3%,0,-6%,-1%,-2%,6,-3

# Grouped by structure, the compounds so far with an NH in an aromatic ring
SMILES,Tb PFK block,Gal4-VP16 FLuc,ELG1 genotoxic,RORgamma inh,FLuc counter,Coupling enz,NPC1 prom act,uPA surface inh,Rab9 promoter act,Giardia killer,KCNH2 3.1 inh
CCN(C(=O)CSc1nc2ccc(C)cc2[nH]1)C1CCS(=O)(=O)C1 (stereo not given),-11%,/,0%,/,/,/,/,9%,/,27,4
COc1ccccc1N1CCN(CC(=O)c2c(C)[nH]c3cc(C)ccc23)CC1,5%,-8%,-10%,17%,1%,0,-1%,1%,0%,4,-3

# Carrying on:
SMILES,Tb PFK block,Gal4-VP16 FLuc,ELG1 genotoxic,RORgamma inh,FLuc counter,Coupling enz,NPC1 prom act,uPA surface inh,Rab9 promoter act,Giardia killer,KCNH2 3.1 inh
CC1CCCC(C)N1CC(O)COCc1ccccc1F (stereo not given),-4%,-2%,0%,-11%,-1%,2,-5%,3%,-3%[1.84 µM],-6,10
C=CCN(c1ccccc1OC)S(=O)(=O)c1cccc(C(=O)Nc2nnc(C3CC3)s2)c1,0%,/,-7%,/,-3%,/,3%,22%,-4%,-23,-12
COCCCNC(=O)CN1CCN(Cc2ccc(Cl)cc2)C1=O,2%,6%,-1%,?,5%,2,1%,13%,0%,-14,-13
CC(C)CN1C(=O)/C(=C/c2ccco2)NC1=S,-7%,?,5%,?,?,-10,2%,7%,-1%,1,-5
O=C(Nc1ccc2c(c1)OCCO2)c1ccncc1,-10%,-21%,?,19%,-2%[2.3 µM],1,28%,-3%,?,3,2
COc1cccc(NC(=O)CSc2nc3n[nH]c(C)c3c(=N)n2-c2cccc(OC)c2)c1,1%,-1%,-7%,33%,2%,-1,1%,-7%,-1%,13,1
CC(=O)c1ccc(-n2c(CCC(=O)O)ccc2-c2ccc(Br)cc2)cc1,1%,6%,-1%,4%,-1%,17,-4%,-12%,0%,-26,-16
O=C(O)c1ccc(/C=C2\COc3ccccc3C2=O)cc1,2%,6.3µM*,-5%,7.1µM*,19µM*,19,-3%,0%,-8%,-2,4
O=C(Nc1nc2ccccc2[nH]1)C1CCCO1 (stereo not given),-4%,5%,16%,0%,?,0,?,-3%,?,-5,-9
CCc1nnc(NC(=O)c2ccc(S(=O)(=O)N3CCc4ccccc4C3)cc2)s1,-8%,-7%,1%,-13%,5%,9,1%,-2%,1%,-7,14
COc1ccc(NC(=O)c2nnn(CC(=O)Nc3ccc4c(c3)OCO4)c2N)c(OC)c1,-6%,-2%,1%[9.26 µM],10%,1.9µM*,-2,19%,-4%,18%,-16,-3
O=C(NCCS(=O)(=O)N1CCN(c2ccc(F)cc2)CC1)c1ccc(Br)o1,3%,5%,-4%,4%,3%,1,0%,8%,-2%,-2,-19
O=C(OCC(=O)N1CCCC1)c1c(Cl)cccc1Cl,0%,-5%,12%,-2%,-13%,0,1%,-3%,0%,-11,13
O=c1cc(N2CCCCC2)c(-c2ccccc2)nn1Cc1ccc(Cl)cc1Cl,-3%,-21%,-8%,13%,-5%,-5,0%,11%,1%,5,-45
CCOc1ccc(C(=O)O/N=C(\N)c2ccc([N+](=O)[O-])cc2)cc1OCC,1%,-10%,1%,1%,0%,1,-3%,0%,12%,-4,-2
CC(C)C(=O)Nc1ccc(C(=O)NNC(=O)c2ccco2)cc1,3%,-13%,0%,5%,-3%,-2,0%,/,1%,-3,16
COC(=O)C1=C(C)OC(N)=C(C#N)C1c1cccnc1 (stereo not given),1%,-5%,1%,-5%,-1%,-3,5%,-10%,1%,3,4
CCOc1ccc(CCNC(=O)COC(=O)CNS(=O)(=O)c2ccc(C)cc2)cc1OCC,5%,/,4%,/,-19%,/,-2%,?,-2%,-4,-5
CC(C)c1ccc(NS(=O)(=O)c2cn(C)c(=O)n(C)c2=O)cc1,2%,-8%,3%,34%,-1%,1,2%,-6%,-2%,-25,3
O=C(CCc1nc2ccccc2c(=O)[nH]1)NNC(=O)COc1ccc(Br)cc1,-6%,/,1%,/,-2%,/,-5%,1%,2%,-4,-4
O=C(CN(C(=O)CCC(=O)Nc1nccs1)c1ccc(F)cc1)NCc1ccco1,-2%,-3%,-2%,3%,0%,-2,-1%,2%,-8%,-2,4
COc1cc(NC(=O)CN2CCCCC2C)c(C)cc1[N+](=O)[O-] (stereo not given),-8%,3%,0%,-13%,-5%,0,6%,3%,-1%,2,10
COc1ccc(CCNC(=O)c2ccc3c(c2)OCCO3)cc1,6%,0%,?,-8%,9.5µM*,0,?,-2%,3.2µM*,-20,19
CCCNc1c(N)n(-c2ccccc2)c(=O)[nH]c1=O,-2%,7%,4%,-7%,-1%,1,1%,/,-8%,-24,-4
COc1ccc(S(=O)(=O)N(C)CC(=O)NCCN2CCOCC2)cc1Cl,3%,15%,2%,?,1%,1,2%,-3%,2%,-16,-2
C#CCSc1nc(C)cc(C(=O)OCC)c1C#N,3%,0%,0%,4%,-2%,3,-1%,-12%,-3%,6,19
COc1ccc(-n2c(CCc3ccccc3)nnc2SCC(=O)c2ccc(Cl)cc2)cc1,0%,?,-3%,4%,6%,-1,1%,-7%,2%,-9,-22
CC(=O)c1ccc(OCC(O)CN2CCN(CCN3C(=O)c4cccc5cccc(c45)C3=O)CC2)cc1 (stereo not given),0%,?,-6%,-1%,0%,2,-7%,-12%,-2%,-21,-9
O=C(CCSCCC(=O)NCC1CCCO1)NCC1CCCO1 (stereo not given),1%,0%,1%,-4%,1%,7,1%,1%,-4%,-20,11
CC1CCN(c2nc3c(c(=O)[nH]c(=O)n3C)n2Cc2ccccc2)CC1,3%,-1%,8%,11%,8%,4,1%,6%,-3%,5,-10
COc1ccc(-n2nc3c(c2NC(=O)C(C)C)CSC3)cc1,-1%,-15%,2%,-6%,-1%,-2,-2%,-16%,-2%,0,-4
O=C(NCC(c1ccco1)N1CCOCC1)c1cccc([N+](=O)[O-])c1 (stereo not given),-1%,-6%,-12%,-15%,-2%,1,-3%,0%,4%,-6,10
